Source: PubChem
Neddylation inh – inhibitors of human cullin neddylation; AID 651699; 360,000 tested, 0.58% active; P61081+Q13564; calls only at 25 µM; TR-FRET cullin neddylation, biochemical; in the data active means inhibition above about 36%
CSN deneddyl inh – inhibitors of human CSN-mediated cullin deneddylation; Q92905; Purified CSN, SCF-Nedd8-OG deneddylation, fluorescence polarization; inhibition, % at 12.5 µM; 360,000 tested, 0.38% active;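 active means pattern-corrected inhibition above about 35%, with an unprinted fluorescence ratio check between 0.5 and 1.5, limit read from the data, passing the limit was not always enough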;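 further: 0% = enzyme with substrate and 100% = substrate without enzyme; some results filed as inactive read as strong as hits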
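Test system: purified human Csn5 enzyme expressed in HEK293T cells. Amount: 0.24 nM enzyme. Reagent: SCFSkp2-Nedd8OG substrate at 10 nM final. Schedule: 90 min incubation of compound, enzyme and substrate at room temperature. Detection: fluorescence polarization. Read-out: % inhibition of substrate cleavage by Csn5.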
Rin1 Abl inh – blocks binding of human Rin1 to Abl; P00519+Q13671; TR-FRET Rin1/Abl binding, biochemical; inhibition, % at 7.35 µM; 360,000 tested, 0.4% active; AID 588664; in the data active means inhibition above about 5%, passing the limit was not always enough
MLLE-PAM2 inh – blocks PAM2 peptide binding to the PABP1 MLLE domain; P11940; GST-MLLE / FITC-PAM2 fluorescence polarization; inhibition, % at 20 µM; 360,000 tested, 0.36% active; in the data active means inhibition above about 35%, passing the limit was not always enough;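 further: plate controls were DMSO wells with GST-MLLE for no effect and wells lacking GST-MLLE protein for full effect; some results filed as inactive read as strong as hits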
MsrA act – activators of bovine methionine sulfoxide reductase A. purified bovine MsrA, absorbance read-out. activation, % at 10.6 µM. 360,000 tested, 0.3% active. AID 602163; in the data active means activation above about 7.5%;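 further: 0% = vehicle and 100% = reference activator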
MsrA inhibitor – bovine MsrA inhibition; inhibition, % at 15.5 µM; purified bovine MsrA, absorbance read-out; 360,000 tested, 0.75% active; in the data active means inhibition above about 4.5%;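 further: 0% = vehicle wells with enzyme and 100% = reference inhibitor wells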
FAS TE block – FAS thioesterase (human) inhibition; recombinant FAS-TE, OMFH fluorogenic substrate, fluorescence endpoint; inhibition, % at 15 µM; 360,000 tested, 0.67% active; AID 602261;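 active means compounds whose normalised, plate-corrected inhibition of enzyme fluorescence in the single-dose primary screen is 50% or more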;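 further: 0% = DMSO with enzyme and 100% = substrate without enzyme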
Tb MetRS inh – Trypanosoma brucei MetRS inhibition | purified T. brucei MetRS, ATP depletion, Kinase-Glo luminescence | inhibition, % at 11.9 µM | 360,000 tested, 0.4% active;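 active means inhibition above a per-plate cutoff of the control wells' mean inhibition plus 3 SD, cut at about 5.5% in these data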;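 further: 0% = DMSO wells median and 100% = median of wells with control inhibitor compound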
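Measured by: Kinase-Glo luciferase luminescence reporting remaining unconsumed ATP. Material: purified T. brucei MetRS enzyme. Doses: 11.9 µM compound single dose, 0.9% DMSO. Medium: HEPES buffer containing pyrophosphatase, BSA, spermine, DTT. Times: 15 min preincubation, 2 h reaction, all 25 °C. Reagent: methionine, ATP and bulk E. coli tRNA.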
E coli Lon inh – inhibits E. coli Lon protease; P0A9M0; purified E. coli Lon protease, fluorescence polarization; inhibition, % at 7.94 µM; 360,000 tested, 0.42% active; AID 602123; in the data active means inhibition above about 13%, passing the limit was not always enough;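 further: 0% = enzyme with probe and DMSO and 100% = no enzyme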
Starred values were filed as active, the others as inactive; i = inactive; / = not tested or not shown; + = active, no number.

Keys: A = Neddylation inh; B = CSN deneddyl inh; C = Rin1 Abl inh; D = MLLE-PAM2 inh; E = MsrA act; F = MsrA inhibitor; G = FAS TE block; H = Tb MetRS inh; I = E coli Lon inh
1. Cc1nn(CC(=O)NC2CC2)c(C)c1S(=O)(=O)NC(C)(C)C
  A: i; B: -3; C: -2; D: 3; E: -1; F: -0.3; G: -8; H: 0.5; I: -3
2. CC(=O)Nc1ccc2nc(CN3CCN(CC=C(C)C)C(CCO)C3)ccc2c1 (stereo not drawn)
  A: i; B: -3; C: -2; D: 5; E: -6; F: -0.9; G: -2; H: -1.2; I: 1
3. CCOc1cc(CN2CCC(N3CCC(C(=O)NC4CC4)CC3)CC2)ccc1O
  A: i; B: -1; C: 1; D: 12; E: -4; F: 0.2; G: -4; H: -0.2; I: -4
4. COc1ccc(-c2cc(C(=O)NCc3ccc(C(F)(F)F)cc3)[nH]n2)c(C)c1
  A: i; B: -1; C: -2; D: 12; E: 1; F: -1.3; G: 14; H: -0.2; I: -4
5. O=c1ccn([C@@H]2O[C@H](CNCc3c(OCc4ccccc4F)ccc4ccccc34)[C@@H](O)[C@H]2O)c(=O)[nH]1
  A: i; B: -1; C: -2; D: -12; E: 2; F: -1.1; G: -2; H: 1.6; I: -1
6. COC(=O)C[C@@H]1CC[C@H](NC(=O)c2ccc3c(c2)OCO3)[C@@H](CO)O1
  A: i; B: -2; C: /; D: /; E: /; F: -0.8; G: /; H: -0.4; I: /
7. COc1ccc(NC(=O)COc2ccc(C(=O)OCC(=O)N(C)C3CCS(=O)(=O)C3)cc2OC)cc1 (stereo not drawn)
  A: i; B: 2; C: 0; D: -7; E: -6; F: 0.3; G: -1; H: 0.9; I: 4
8. O=C(NCc1ccncc1)C(=O)NC1CC1
  A: i; B: 1; C: 3; D: -6; E: 0; F: -0.6; G: -4; H: 0.5; I: 8
9. CCOC(=O)c1sc(=NC(=O)c2ccc(F)cc2)n(C)c1C
  A: i; B: 3; C: 1; D: -4; E: -3; F: -0.7; G: 2; H: 0.7; I: -5
10. CCC(C)CN1C(=O)CN(S(C)(=O)=O)CC1(C)C(=O)NCc1ccccc1 (stereo not drawn)
  A: i; B: -1; C: /; D: /; E: /; F: -0.9; G: /; H: -0.1; I: /
11. CCCCn1nnnc1C1(C)CCC(=O)N1Cc1ccc(C)cc1 (stereo not drawn)
  A: i; B: 1; C: /; D: /; E: -6; F: 1.6; G: -7; H: -1.0; I: -2
12. COC(=O)c1ccccc1NC(=O)CSc1nc(O)cc(=O)n1C1CCCC1
  A: i; B: 1; C: 1; D: 29; E: -13; F: -0.1; G: -5; H: -1.3; I: -9
13. C/C(=N\NC(=O)c1cccc(O)c1)c1ccc(NC(=O)Cc2ccccc2)cc1
  A: i; B: 1; C: -2; D: -14; E: 0; F: -0.8; G: -3; H: -0.4; I: 11
14. O=C(O)CCNC(=O)/C(=C\C=C\c1ccccc1)NC(=O)c1ccccc1
  A: i; B: 2; C: 0; D: 6; E: -6; F: 6.8*; G: -1; H: 0.5; I: 7
15. Nn1c(-c2cccc([N+](=O)[O-])c2)nc2ccccc2c1=O
  A: i; B: -5; C: -2; D: 8; E: -7; F: -0.2; G: 0; H: -0.8; I: 1
16. CCOc1nc(-c2ccccc2)c2cc(Br)ccc2n1
  A: i; B: -2; C: 0; D: 3; E: -2; F: 0.1; G: 11; H: -0.1; I: 3
17. COc1ccc(NC(=O)CN2C(=O)COc3ccc(S(=O)(=O)N4CCCCC4)cc32)c(OC)c1
  A: i; B: -4; C: 5; D: -10; E: -5; F: 0.4; G: 2; H: -0.2; I: -5
18. Cc1ncsc1C(=O)N1CCCC(C(=O)c2ccc3ccccc3c2)C1 (stereo not drawn)
  A: i; B: 4; C: -5; D: -1; E: -5; F: 0.9; G: -7; H: -0.7; I: 11
19. CCOC(=O)CSc1nc2ccccc2c(=O)[nH]1
  A: i; B: -4; C: -4; D: 9; E: -6; F: -0.4; G: -10; H: 0.1; I: -6
20. CN(C)C(=O)c1nc2ccc(Cl)cn2c1CN1CCCC(OCc2ccccc2)C1 (stereo not drawn)
  A: i; B: -17; C: 1; D: -2; E: -3; F: 0.7; G: -2; H: -0.5; I: -7
21. Cc1ccc(NC(=O)c2ccc(OC(=O)c3ccco3)cc2)cc1
  A: i; B: 2; C: 1; D: -10; E: -5; F: 1.6; G: 0; H: -0.9; I: -12
22. O/N=C1/CCc2nonc2/C1=N/O
  A: i; B: -2; C: 0; D: -11; E: -4; F: -0.2; G: -4; H: -1.1; I: 6
23. Cc1sc2nc[nH]c(=O)c2c1-c1ccc(Cl)cc1
  A: i; B: -4; C: 3; D: 7; E: -3; F: -0.5; G: 2; H: 0.2; I: 4
24. CC(=O)c1nc2ccccc2n1Cc1ccccc1
  A: i; B: -1; C: 0; D: -5; E: -1; F: -0.2; G: 1; H: -0.9; I: -8
25. COCc1cc(C)nc(OCC(=O)N/N=C/c2ccc(-c3cc([N+](=O)[O-])ccc3C)o2)c1C#N
  A: i; B: 2; C: 1; D: 4; E: -8; F: 1.2; G: 20; H: -2.2; I: 2
26. Brc1ccc(OCCOc2cccc3cccnc23)cc1
  A: i; B: -7; C: 0; D: -18; E: -4; F: 1.2; G: -15; H: 0.5; I: -10
27. O=C(C[C@@H]1C/C=C/CC[C@@H](Cc2ccc(F)cc2)C(=O)O[C@H](c2ccccc2)CNC1=O)NCCO
  A: i; B: -7; C: -1; D: -11; E: -3; F: 3.0; G: -9; H: -0.2; I: 2
28. CCNc1nc(Cl)nc(NCCOc2ccc(C)cc2)n1
  A: i; B: -3; C: 2; D: 2; E: -1; F: -0.6; G: -13; H: -0.7; I: 8
29. CCCN1C2CCCC1CC(NC(=O)NC13CC4CC(CC(C4)C1)C3)C2 (stereo not drawn)
  A: i; B: 1; C: -2; D: 2; E: -2; F: -0.2; G: -3; H: -0.1; I: -2
30. CCc1ccc(N(C(C)=O)c2nc(CCl)cs2)cc1
  A: i; B: 1; C: -1; D: -11; E: -8; F: -0.2; G: 0; H: -0.6; I: 8
31. Cc1cc(C)nc(SCc2nnc(SCC(=O)N3CCCc4ccccc43)o2)n1
  A: i; B: 1; C: 1; D: 16; E: -4; F: 0.0; G: -3; H: -0.6; I: -7
32. O=C(Nc1ccc(-n2cnnn2)cc1)c1cn2ccccc2n1
  A: +; B: 46*; C: 1; D: -19; E: -4; F: /; G: -2; H: -0.4; I: 4
33. Cc1ccc(NC(=O)CCl)cc1S(=O)(=O)N1CCCCCC1
  A: i; B: 3; C: 2; D: 3; E: -3; F: -0.6; G: 2; H: -0.6; I: -4
34. CCCOc1ccc2[nH]cc(C(=O)O)c(=O)c2c1
  A: i; B: 1; C: 0; D: -10; E: 1; F: 0.1; G: 2; H: -0.3; I: -3
35. NC(=O)c1ccc(-n2nnnc2SCC(=O)Nc2ccc(F)cc2)cc1
  A: i; B: -1; C: 5; D: -6; E: -10; F: 0.1; G: 0; H: -1.4; I: 17
36. N#C/C(C(=O)NCc1ccccc1)=C1/SC(Cc2ccc(Cl)cc2)C(=O)N1c1ccccc1 (stereo not drawn)
  A: i; B: -2; C: 3; D: -23; E: -2; F: 1.8; G: 10; H: -0.2; I: -5
37. Cc1cc(Nc2ccc(N3CCC(C)CC3)cc2)n2ncnc2n1
  A: i; B: 0; C: -6; D: 3; E: -1; F: 2.0; G: -4; H: -0.3; I: -10
38. CC1CCc2c(sc3ncn(CC(=O)N4CCCCC4)c(=O)c23)C1 (stereo not drawn)
  A: i; B: 4; C: 2; D: -11; E: 3; F: 0.3; G: -1; H: -0.2; I: -5
39. CCN(CC)S(=O)(=O)c1cccc(-c2nnc(SCC(=O)NC3CCCCCC3)n2N)c1
  A: i; B: 2; C: -2; D: -9; E: -2; F: 1.6; G: -3; H: 0.0; I: 9
40. CC1(C(=O)NCC2CC2)CCN1C(=O)C1(c2ccccc2)CC1 (stereo not drawn)
  A: i; B: 2; C: 2; D: 9; E: 0; F: 0.0; G: -7; H: 1.0; I: 1
41. O=C(Nc1cccc(Cl)c1)N1CCN2C(=O)c3ccccc3C12c1ccccc1 (stereo not drawn)
  A: i; B: -5; C: 0; D: 10; E: 0; F: -0.6; G: 27; H: -0.8; I: -10
42. CCCN(CCC)C(=S)NC(=O)c1ccc(-c2ccccc2)cc1
  A: i; B: 2; C: 2; D: 39*; E: -10; F: 0.3; G: 22; H: -1.5; I: -5
43. Cc1ccc(NC(=O)C2CC(=O)N(c3ccc4c(c3)OCCO4)C2)cc1S(=O)(=O)N(C)C (stereo not drawn)
  A: i; B: 4; C: 6; D: -5; E: -2; F: -0.1; G: -1; H: -0.2; I: -9
44. CCc1ccccc1NC(=O)C1CCCN(c2nn3c(=O)cc(C)nc3s2)C1 (stereo not drawn)
  A: i; B: 4; C: 4; D: -22; E: -1; F: 0.8; G: -2; H: -0.5; I: 0
45. O=C(OCc1csc(Nc2ccccc2)n1)c1ccc(Cl)cc1
  A: i; B: -5; C: 3; D: -21; E: -3; F: -0.5; G: 52*; H: 1.8; I: 0
46. Cc1ccc(C)n1NC(=O)c1ccccc1O
  A: i; B: 1; C: 1; D: 1; E: -5; F: 0.7; G: -5; H: 0.5; I: 0
47. CN1CCN(S(=O)(=O)c2cccc(S(=O)(=O)c3ccc(Cl)cc3)c2)CC1
  A: i; B: 2; C: 1; D: 5; E: -8; F: 0.7; G: -2; H: -1.6; I: 5
48. CC(=O)c1ccc(N2CCN(C(=O)CCc3ccccc3)CC2)cc1
  A: i; B: 0; C: -2; D: 2; E: -6; F: 2.2; G: -1; H: -0.7; I: -3
49. N#CC1(NC(=O)COC(=O)c2cc(=O)[nH]c3ccccc23)CCCCC1
  A: i; B: -7; C: -2; D: 14; E: 5; F: 0.3; G: -5; H: -0.3; I: -6
50. OC(C#CCCN1CCCCC1)(c1ccccc1)C1CCCCC1 (stereo not drawn)
  A: i; B: -7; C: -1; D: -5; E: 0; F: -2.0; G: -4; H: 2.5; I: 10
51. CCOc1ccc(C(C)NC(=O)c2cccs2)cc1OCC (stereo not drawn)
  A: i; B: -3; C: -2; D: -10; E: -1; F: 0.6; G: -5; H: -0.7; I: -10
